Compound activity (PubChem)
MEKK2mut PB1 HTS: signal of MEK5 binding to mutant human MEKK2 PB1 domain; bead flow cytometry, Alexa488-MEK5 binding to MEKK2 mutant; percent response, % at 10 µM; hit rate 0.35% among 290,000; AID 1530; in the data active = percent response above about 24%, passing the limit was not always enough; note: inactives centre near 1; some results filed as inactive read as strong as hits; reference of the scale not given here
MEKK2 WT-MEK5: raises or lowers MEK5 binding to wildtype human MEKK2 PB1 domain | bead flow cytometry, Alexa488-MEK5 binding to MEKK2 WT; actives lie on both sides | binding response (% of control), % at 10 µM | Q9Y2U5 | AID 1531 | hit rate 1.1% among 290,000; in the data active = binding response below about 67% or above about 130%
IDE inh: inhibitors of human insulin-degrading enzyme in cells | AID 434962 | hit rate 0.41% among 320,000 | P14735 | HEK cells, FAbetaB cleavage, fluorescence polarization | inhibition, % at 5.59 µM;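 active = percent inhibition above the average of all tested compounds plus 3 SD, set per screening campaign, cut at about 16% in these data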;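 note: IDE supplied by intact live HEK cells; FP after avidin binding of uncleaved biotin substrate so inhibition keeps polarization high; 0% = DMSO wells and 100% = 60 µM reference IDE inhibitor Ii1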
UBC9 SUMO inh: SUMOylation inhibition | P63279 | HTRF SUMOylation assay, SAE1/SAE2 + UBC9, in vitro | inhibition, % at 35 µM | hit rate 0.36% among 290,000 | AID 2006; in the data active = inhibition above about 50%, passing the limit was not always enough; note: strong numbers were not always called active
NALP1 yeast inh: NALP1 inhibition. AID 2071. inhibition, % at 10 µM. S. cerevisiae NALP1/ASC/caspase-1 growth, X-gal OD620, 72 h. hit rate 0.61% among 280,000; in the data active = inhibition mostly above about 24%, no sharp cut-off; inactive = mostly below about 32%; note: some compounds called inactive have numbers as strong as hits
p-CIP stab down: compounds decreasing mouse p/CIP protein stability | F442A p/CIP-EGFP cells, EGFP fluorescence, 16 h | decrease of EGFP signal, % at 10 µM | hit rate 0.01% among 290,000 | AID 1984;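 active = EGFP signal decrease of at least 30% at 10 µM or well 3 SD below plate mean, unless failing retest; inactive = the rest, including hits failing retest or dose response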; note: some compounds called inactive have numbers as strong as hits; many of its hits are not listed in these tables
Target sequence (Q05BA5 1-1403): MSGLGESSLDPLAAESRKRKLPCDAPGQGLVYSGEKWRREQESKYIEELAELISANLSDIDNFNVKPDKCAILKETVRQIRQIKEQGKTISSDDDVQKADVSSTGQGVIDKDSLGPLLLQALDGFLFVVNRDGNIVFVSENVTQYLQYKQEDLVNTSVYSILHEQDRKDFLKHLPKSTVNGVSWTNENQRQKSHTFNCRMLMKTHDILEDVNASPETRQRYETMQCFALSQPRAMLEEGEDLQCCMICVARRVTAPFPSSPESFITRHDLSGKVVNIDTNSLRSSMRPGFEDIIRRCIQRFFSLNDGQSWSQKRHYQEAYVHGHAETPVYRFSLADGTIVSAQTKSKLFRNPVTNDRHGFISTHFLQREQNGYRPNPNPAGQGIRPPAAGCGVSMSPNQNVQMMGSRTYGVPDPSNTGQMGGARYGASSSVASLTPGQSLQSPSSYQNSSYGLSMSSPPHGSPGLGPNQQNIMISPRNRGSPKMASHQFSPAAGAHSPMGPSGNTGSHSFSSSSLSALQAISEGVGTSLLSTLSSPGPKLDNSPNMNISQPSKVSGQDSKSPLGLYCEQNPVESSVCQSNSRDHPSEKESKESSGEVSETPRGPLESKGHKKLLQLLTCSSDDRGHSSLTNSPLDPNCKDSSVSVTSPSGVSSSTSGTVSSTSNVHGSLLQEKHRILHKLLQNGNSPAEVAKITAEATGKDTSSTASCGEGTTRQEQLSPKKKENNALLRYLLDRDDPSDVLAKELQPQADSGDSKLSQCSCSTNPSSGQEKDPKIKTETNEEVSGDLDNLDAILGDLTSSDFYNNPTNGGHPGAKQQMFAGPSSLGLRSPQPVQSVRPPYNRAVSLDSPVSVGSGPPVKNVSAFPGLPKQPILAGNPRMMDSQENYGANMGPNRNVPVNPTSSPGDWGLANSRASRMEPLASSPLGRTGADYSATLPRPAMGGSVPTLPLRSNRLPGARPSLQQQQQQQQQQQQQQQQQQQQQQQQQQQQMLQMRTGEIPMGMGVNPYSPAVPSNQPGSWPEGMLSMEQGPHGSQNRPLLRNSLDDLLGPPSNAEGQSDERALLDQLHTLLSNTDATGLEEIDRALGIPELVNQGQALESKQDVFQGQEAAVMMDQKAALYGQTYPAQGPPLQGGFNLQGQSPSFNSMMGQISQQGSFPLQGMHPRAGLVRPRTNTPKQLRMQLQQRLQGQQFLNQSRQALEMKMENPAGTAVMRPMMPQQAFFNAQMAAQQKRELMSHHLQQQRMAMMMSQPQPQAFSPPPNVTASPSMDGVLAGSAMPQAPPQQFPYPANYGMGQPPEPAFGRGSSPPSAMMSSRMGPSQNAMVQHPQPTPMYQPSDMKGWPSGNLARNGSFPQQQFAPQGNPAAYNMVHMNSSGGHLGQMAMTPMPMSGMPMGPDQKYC
M18AAP inhibitor: PfM18AAP enzyme inhibition; recombinant PfM18AAP, H-Glu-NHMec fluorogenic cleavage; inhibition, % at 7.35 µM; hit rate 1.2% among 290,000; AID 1822;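 active = inhibition above the campaign mean inhibition over all tested compounds plus 3 SD, cut at about 28% in these data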;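 note: 0% = plate median of test compound wells and 100% = 2 mM ZnCl2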
MEKK3 PB1 HTS: modulators (inhibitors or enhancers) of MEK5 binding to human MEKK3 PB1 domain. binding response (% of control), % at 10 µM. hit rate 1.4% among 290,000. bead-based flow cytometry, Alexa488-MEK5 binding to MEKK3; actives lie on both sides; 0 = blocked by unlabeled MEK5, 100 = vehicle. Q99759;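 active = binding response more than 3 SD above or below the average of its plate-row segment, actives on both sides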;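 note: Alexa488 bead fluorescence after subtracting the streptavidin-only scavenger bead signal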
IDE cell activ: boosts human insulin-degrading enzyme activity in HEK cells; P14735; FAbeta-B cleavage, fluorescence polarization; 0% vehicle, 100% cell-free pure enzyme wells; activation, % at 5.96 µM; hit rate 0.073% among 340,000; AID 493087;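 active = activation above the mean of all tested compounds plus 3 SD, set per screening campaign, cut at about 17% in these data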
Numbers without * were called inactive; . = not tested or not shown.

MEKK2mut PB1 HTS	MEKK2 WT-MEK5	IDE inh	SMILES	UBC9 SUMO inh	NALP1 yeast inh	p-CIP stab down	M18AAP inhibitor	MEKK3 PB1 HTS	IDE cell activ
-5	96	-6	CN(C)C1=NC(=O)/C(=C\c2ccccc2)S1	6	20	6	-2	100	4
-13	96	-2	COc1cccc2sc(NC(=O)c3ccc(Br)s3)nc12	11	1	-1	-1	91	-3
.	.	5	O=C(Nc1ccc2c(c1)OCCO2)c1oc2ccccc2c1NC(=O)C1CC1	8	-16	-2	-1	.	6
2	106	2	Cc1ccc(OCC(=O)Nc2nnc(S(=O)(=O)N3CCCCC3)s2)cc1	20	-2	-2	-2	102	4
0	106	5	O=C(c1ccc2ccccc2c1)C1CCCN(C(=O)CCn2cnnn2)C1 (stereo not drawn)	16	6	-11	-1	101	1
1	99	-2	Cc1ccccc1N(CC(=O)N/N=C/c1cc(Br)c(C)o1)S(C)(=O)=O	8	30	-10	0	100	2
0	101	0	COc1ccccc1NC(=O)Cn1cnc2sc(C)c(S(=O)(=O)N3CCCCC3)c2c1=O	13	22	1	1	102	0
-4	90	5	CCOC(=O)c1c(Nc2ccc(Cl)cc2)sc(/C=C2\C=Nc3ccccc32)c1O	19	0	-16	-4	95	4
-5	91	2	CCOC(=O)c1cnc(SC2CC(=O)N(c3ccc(OC)c(OC)c3)C2=O)nc1N (stereo not drawn)	-3	40	0	20	93	2
-9	94	-1	Cc1ccc(Cn2c(=N)c(C#N)cc3c(=O)n4cccc(C)c4nc32)cc1	21	16	-9	-1	97	.
0	103	-1	C[C@H](NC(=O)OC(C)(C)C)c1nnc(SCC(=O)Nc2cccc(Cl)c2)o1	-7	15	-1	2	103	1
-12	84	4	O=C(Cc1ccccc1)NNc1ccc2ccccc2c1	-4	-2	4	10	94	6
-3	95	-2	Cc1nc(CCNS(=O)(=O)c2cccs2)cs1	0	5	-10	6	94	0
5	113	2	O=C(Nc1ccc(F)cc1)N1CCN(C/C=C/c2ccccc2)CC1	12	3	-6	-1	111	-4
2	110	4	O=C1c2ccccc2S(=O)(=O)c2cc(C(=O)N(c3ccccn3)c3ccccn3)ccc21	7	37	-16	2	101	2
7	106	1	COc1ccc(CNCC(C)NCc2ccc(OC)c(OC)c2)cc1OC (stereo not drawn)	-6	22	-15	-3	106	6
2	102	-2	Cc1ccc(C(=O)c2cc3ccccc3o2)cc1C	8	1	-4	1	105	-1
0	96	-2	Cc1cc(-c2ccccc2)c(C#N)c(SCC(N)=O)n1	33	-1	-7	-5	100	-1
-3	96	-2	COC(=O)CSc1nc2ccc(C)cc2cc1C#N	-9	5	5	0	96	0
.	.	3	Cc1ccc(C)c(-n2c(CNC(=O)c3ccco3)nnc2SCC(=O)N2CCc3ccccc32)c1	3	5	-12	-3	.	-2
5	104	8	COc1ccc(Cl)cc1NC(=O)c1ccc2c(SCC(=O)O)c3c(nc2c1)CCCC3	-13	11	-1	-2	104	-1
8	103	-2	O=C(NC1CCc2ccccc21)c1cc(COc2cncc(Cl)c2)on1 (stereo not drawn)	1	-7	-5	7	98	6
.	.	1	CCC(=O)N1CCc2cc(S(=O)(=O)NCCCN3CCN(Cc4ccccc4)CC3)ccc21	16	14	-18	9	.	-3
.	.	-5	c1coc(-c2nc3nc4ccccc4nc3n2CC2CCCO2)c1 (stereo not drawn)	36	9	-9	-1	.	-13

Molecules listed so far that contain a cyano group, in the order listed:
MEKK2mut PB1 HTS	MEKK2 WT-MEK5	IDE inh	SMILES	UBC9 SUMO inh	NALP1 yeast inh	p-CIP stab down	M18AAP inhibitor	MEKK3 PB1 HTS	IDE cell activ
-9	94	-1	Cc1ccc(Cn2c(=N)c(C#N)cc3c(=O)n4cccc(C)c4nc32)cc1	21	16	-9	-1	97	.
0	96	-2	Cc1cc(-c2ccccc2)c(C#N)c(SCC(N)=O)n1	33	-1	-7	-5	100	-1
-3	96	-2	COC(=O)CSc1nc2ccc(C)cc2cc1C#N	-9	5	5	0	96	0

More entries
MEKK2mut PB1 HTS	MEKK2 WT-MEK5	IDE inh	SMILES	UBC9 SUMO inh	NALP1 yeast inh	p-CIP stab down	M18AAP inhibitor	MEKK3 PB1 HTS	IDE cell activ
6	101	4	COC(=O)c1ccccc1NC(=O)C(C)c1ccc([N+](=O)[O-])cc1 (stereo not drawn)	0	17	-3	-4	105	1
14	108	-2	Cc1ccccc1-c1cc(C(=O)Nc2nc3c(s2)CCCC3)c2ccccc2n1	11	11	-1	6	108	3
13	107	-1	Cc1ccc(S(=O)(=O)Nc2nc(-c3ccccc3)cs2)cc1	8	9	2	23	107	-1
-44	103	1	COc1ccc(N2CCN(C(=O)Cn3cncn3)CC2)cc1	1	-30	-4	0	94	6
5	109	1	CN(C)CCCN(C(=O)c1ccco1)c1nc2cc3c(cc2s1)OCO3	16	20	-16	0	102	4
1	93	3	COCCNCCOc1ccccc1-c1ccccc1	2	10	8	3	90	-2
2	103	9	CCn1c(CN2CCOCC2)nnc1SCC(=O)Nc1ccc(C)cc1	11	-6	3	-7	100	-12
4	107	2	Fc1ccccc1N1CCN(C2CCCN(Cc3cccc(C(F)(F)F)c3)C2)CC1 (stereo not drawn)	-11	18	1	1	102	5
-7	82	7	O=C(c1cc(-c2ccc(O)cc2)on1)N1CCc2ccccc2C1	-6	59	4	1	82	5
8	106	1	CCOc1cc(CNCc2ccc(C(=O)O)cc2)ccc1OC	-1	17	-4	-7	104	0
-4	101	3	CN(C)S(=O)(=O)c1cccc(NC(=O)CN2C(=O)NC(Cc3c[nH]c4ccccc34)C2=O)c1 (stereo not drawn)	23	2	-1	-10	104	.
18	120	4	COc1ccc(Nc2nc(NCc3ccco3)nc(N/N=C/c3ccccc3)n2)cc1	4	-8	6	15	105	1
10	107	-7	CCc1ccc(N2CC(C(=O)NCc3ccc4c(c3)OCO4)CC2=O)cc1 (stereo not drawn)	-4	-13	-2	-2	101	2
-3	99	-1	CC(=NCc1ccco1)c1c(C(F)(F)F)[nH]n(-c2nc3ccccc3s2)c1=O	-11	-4	-7	-10	103	-1
-8	85	-3	O=C(Nc1ccccc1)NC1CCCCNC1=O (stereo not drawn)	24	-6	-4	-11	91	.
4	105	0	Cc1cc(NC(=O)c2ccc3c(c2)C(=O)N(Cc2cccnc2)C3=O)no1	-5	-3	4	7	111	9
10	102	-1	CC(=O)Nc1ccc(CN2CCN(CCC(C)C)C(CCO)C2)cc1 (stereo not drawn)	15	8	-10	3	100	-2
1	98	8	CC(C)CC(N=C1NC(C)(C)Cc2ccccc21)C(=O)O (stereo not drawn)	-28	2	-27	2	96	6
-12	82	-11	O=C(Nc1cccc(Cl)c1)Nc1nc(-c2ccccc2)cs1	13	-7	18	1	95	5
2	103	2	O=C(c1cc2cc(Br)ccc2o1)N1CCCC1	24	16	-2	4	87	4
4	107	-1	CC(=O)N(CCc1ccccc1)Cc1cc2cc(C)ccc2[nH]c1=O	1	8	0	-1	106	-3
3	99	1	Cc1ccc(N2CCN(C(=S)Nc3ccccc3C)CC2)cc1	6	14	-16	-2	97	3
3	117	-1	CCOC(=O)c1c(C)[nH]c(O)c1C=Nc1ccc(Cl)cc1	-35	4	11	10	110	0
5	107	7	COc1ccc(Br)cc1C(=O)Nc1ccc(NC(=O)c2ccco2)cc1	10	30	4	1	104	-5
-10	97	-7	Cc1cc(C)n(-c2nnc3c4ccccc4n(C)c3n2)n1	8	.	-12	2	95	3
0	92	2	Cc1cc(-c2c(C)n([O-])c(C)c(C)[n+]2=O)ccc1F	0	-4	10	0	92	4
-2	100	5	CN(C)S(=O)(=O)Oc1cccc(C(=O)Nc2ccc([N+](=O)[O-])cc2)c1	12	6	-2	-13	99	3
-1	95	1	Cc1ccc2cc(C)c(N3CCN(c4ccc(F)cc4)CC3)nc2c1	-24	1	-12	-1	96	1
5	102	7	Cc1cc(C)cc(N2C(=O)CC(Sc3nnnn3-c3ccccc3)C2=O)c1 (stereo not drawn)	12	43*	-21	-180	104	-36
-4	91	7	Cc1[nH]c(=O)[nH]c(=O)c1S(=O)(=O)N1c2ccc(F)cc2CCC1C (stereo not drawn)	-6	.	-9	-1	99	4
1	106	5	CCN(CC)CCCN1C(=O)C(=O)/C(=C(/O)c2ccc(Cl)cc2)C1c1ccccn1 (stereo not drawn)	28	13	-13	.	101	4
-3	101	2	CCn1c(CNC(=O)c2ccco2)nnc1SCC(=O)Nc1cc(F)ccc1C	-3	12	-4	-1	103	0
10	107	0	COc1ccc(C(=O)N2CCCCC2C(=O)Nc2ccc(-n3nc(C)cc3C)cc2)o1 (stereo not drawn)	5	9	-4	-1	103	2
3	106	1	COc1ccc(Cl)cc1NC(=O)CN1CCc2ccccc2C1	-11	.	-6	-6	105	6
4	103	-2	Cc1ccc(-c2cc(C(F)F)n3ncc(C(=O)N4CCN5CCCC5C4)c3n2)cc1 (stereo not drawn)	16	20	1	5	103	10
-12	88	-1	N#Cc1c(N2CCCC(O)C2)nc(N)c2c(N)nc3c(c12)CC(=O)N3C12CC3CC(CC(C3)C1)C2 (stereo not drawn)	99*	7	-15	6	98	0
-1	101	1	CC1CCCCC1NC(=O)C1CCN(S(=O)(=O)c2cccc3nsnc23)CC1 (stereo not drawn)	2	11	-6	2	96	4
4	105	-3	c1ccc(Cn2nnnc2C(c2ccccn2)N2CCOCC2)cc1 (stereo not drawn)	7	-10	-7	-3	105	7
0	106	3	CCOCCCNc1nc2c(c(=O)[nH]c(=O)n2C)n1CCCc1ccccc1	6	31	0	8	104	7
-16	65	5	COc1cccc(C(c2c(N)[nH]c(=S)[nH]c2=O)c2c(N)[nH]c(=S)[nH]c2=O)c1	0	.	-14	33*	60	.
-1	94	1	CCOc1cc(/C=N\NC(=O)OC)ccc1OC(=O)c1ccco1	12	17	-2	1	100	4
9	99	-2	Cc1ccc(NC(=O)CN(C)CC(=O)Nc2ccccc2Oc2ccccc2)cc1	3	12	-1	5	112	7
5	106	-7	COc1ccc(S(=O)(=O)N2CCCC(N(C)CCc3ccccc3)C2)cc1OC (stereo not drawn)	10	-21	-5	-7	102	0
0	95	2	CCc1nc2oc3cc(OC)ccc3c(=O)c2c(=O)n1Cc1ccccc1	18	-3	-7	-1	94	1
1	103	8	O=C(CCc1ccccc1)Nc1cccnc1Cl	7	21	-6	-5	100	8
2	100	0	Cc1n[nH]c(C)c1S(=O)(=O)N(CC(=O)NC1CCCC1)c1ccc(C(C)C)cc1	10	-10	-17	5	100	6
-2	96	0	CCOc1ccc(/C=C2\SC(=S)NC2=O)cc1OC	16	-16	-1	3	102	3
-6	102	2	COCCn1c(SCc2nc3ccccc3c(=O)[nH]2)nc2ccccc2c1=O	12	2	-9	4	113	-3
3	96	11	CC(=O)c1cccc(NC(=O)CCc2nnc3ccc(N4CCOCC4)nn23)c1	0	-12	-12	3	98	0
3	101	0	CCN(CC)C(=O)C1CCCN(c2ccc([N+](=O)[O-])cc2/C=N/NC(=O)c2cccc(Br)c2)C1 (stereo not drawn)	39	11	-20	-5	107	1
-1	99	1	O=C(CCC(=O)N1CCOc2ccccc21)Nc1ccc(F)cc1F	1	5	0	1	98	2
-15	90	4	CNc1nc(C)c(C#N)c(-c2ccccc2)c1C(C)=O	14	10	7	6	78	-5
-2	95	2	CCc1cc2ccc(C)c(C)c2nc1SCC(=O)NNC(=O)c1ccco1	26	6	-9	0	99	-2
-3	96	2	COC(=O)CC1C(=O)NCCN1C(=O)OC(C)(C)C (stereo not drawn)	10	17	9	-4	100	0
4	105	-2	CCN(CC(=O)Nc1ccc(OC)c(OC)c1)CC(=O)Nc1ccccc1C(F)(F)F	-1	2	7	1	103	4

This is a subset. The share of hits here may be higher or lower than overall.
